Assay outcomes deposited in PubChem BioAssay by several laboratories.
bovine MsrA act: bovine MsrA enzyme activators, primary screen, biochemical, absorbance, HTS; purified bovine MsrA, absorbance read-out; Methionine sulfoxide reductase A (Bos taurus); activation, % at 10.6 µM; hit rate 0.3% among 360,000; in the data active = activation above about 7.5%;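 note: 0% = vehicle and 100% = reference activator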
MsrA inhibitor: bovine MsrA enzyme inhibitors, primary screen, biochemical, absorbance, HTS; inhibition, % at 15.5 µM; purified bovine MsrA, absorbance read-out; hit rate 0.75% among 360,000; Methionine sulfoxide reductase A (Bos taurus); in the data active = inhibition above about 4.5%;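 note: 0% = vehicle wells with enzyme and 100% = reference inhibitor wells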
Rin1 Abl inh: inhibitors of Rin1-Abl protein binding, primary screen, biochemical, TR-FRET | Tyrosine-protein kinase ABL1 (Homo sapiens) + Ras and Rab interactor 1 (Homo sapiens), … | inhibition, % at 7.35 µM | AID 588664, 2011 | hit rate 0.4% among 360,000; in the data active = inhibition above about 5%, passing the limit was not always enough
eLon inh: inhibitors of E. coli Lon protease, primary screen, biochemical, fluorescence polarization | inhibition, % at 7.94 µM | hit rate 0.42% among 360,000 | purified E. coli Lon protease | P0A9M0; in the data active = inhibition above about 13%, passing the limit was not always enough;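 note: 0% = enzyme with probe and DMSO and 100% = no enzyme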
MT1-MMP act inh: blockers of MT1-MMP proenzyme processing, primary screen, HT1080 RFP-PRO-GFP cells, GFP/RFP fluorescence | GFP/RFP ratio fluorescence, overnight; percent of plate control window, DMSO zero | hit rate 0.061% among 360,000 | Matrix metalloproteinase-14 (Homo sapiens), P50281 | AID 651647, 2012 | GFP/RFP ratio change, % at 20 µM;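 active = GFP/RFP ratio change of at least 30% with cell ATP level not reduced by more than half and red fluorescence within 50% of control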; note: strong numbers were not always called active
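Assay system: HT1080 cells carrying an RFP-PRO-GFP reporter | Dosing: Single dose of 20 µM compound, 1% DMSO final | Incubation: Cells overnight before dosing, compound overnight, 37 °C, 5% CO2 | Evaluation: GFP/RFP fluorescence ratio | Control set: DMSO and RFP-L50D-GFP cell wells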
CSN deneddyl inh: inhibitors of CSN-mediated cullin deneddylation, primary screen, biochemical, fluorescence polarization, uHTS; inhibition, % at 12.5 µM; hit rate 0.38% among 360,000; Purified CSN, SCF-Nedd8-OG deneddylation; COP9 signalosome complex subunit 5 (Homo sapiens), Q92905;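 active = pattern-corrected inhibition above about 35%, with an unprinted fluorescence ratio check between 0.5 and 1.5, limit read from the data, passing the limit was not always enough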;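 note: 0% = enzyme with substrate and 100% = substrate without enzyme; some results filed as inactive read as strong as hits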
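Assay system: purified human Csn5 enzyme expressed in HEK293T cells; Input: 0.24 nM Csn5 enzyme, final concentration; Reagent: 10 nM SCFSkp2-Nedd8OG; Compound dosing: 12.5 µM single point; Times: reaction 90 min, room temperature; Technique: fluorescence polarization readout.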
PABP1 MLLE inh: inhibitors of PABP1 MLLE–PAM2 peptide binding, primary screen, biochemical, fluorescence polarization, FITC-PAM2, GST-MLLE; Polyadenylate-binding protein 1 (Homo sapiens), P11940; inhibition, % at 20 µM; hit rate 0.36% among 360,000; in the data active = inhibition above about 35%, passing the limit was not always enough;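 note: plate controls were DMSO wells with GST-MLLE for no effect and wells lacking GST-MLLE protein for full effect; some results filed as inactive read as strong as hits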
Target sequence (P11940 whole entry, looked up): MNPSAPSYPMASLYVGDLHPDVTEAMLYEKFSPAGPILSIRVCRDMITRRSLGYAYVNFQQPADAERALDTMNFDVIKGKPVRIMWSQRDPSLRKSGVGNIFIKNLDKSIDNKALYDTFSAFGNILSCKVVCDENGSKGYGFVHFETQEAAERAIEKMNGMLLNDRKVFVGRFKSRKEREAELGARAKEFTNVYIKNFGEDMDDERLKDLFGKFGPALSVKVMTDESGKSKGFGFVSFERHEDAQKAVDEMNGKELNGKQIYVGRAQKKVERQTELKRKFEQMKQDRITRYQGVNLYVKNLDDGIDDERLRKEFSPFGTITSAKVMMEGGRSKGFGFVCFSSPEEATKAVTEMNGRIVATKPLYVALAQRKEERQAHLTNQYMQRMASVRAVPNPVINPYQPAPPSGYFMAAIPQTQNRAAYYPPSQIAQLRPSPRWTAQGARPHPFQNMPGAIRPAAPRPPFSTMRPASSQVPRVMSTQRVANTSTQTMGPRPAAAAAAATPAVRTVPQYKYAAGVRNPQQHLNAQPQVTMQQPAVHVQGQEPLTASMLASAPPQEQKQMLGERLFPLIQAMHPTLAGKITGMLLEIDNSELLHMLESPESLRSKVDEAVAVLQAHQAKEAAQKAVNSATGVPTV
Rpn11 inh: Rpn11 (PSMD14) deubiquitinase inhibitors, primary screen, biochemical, fluorescence polarization, uHTS | human 26S proteasome, Ub4-pepOG fluorescence polarization; 20S core pre-blocked with epoxomicin | AID 588493, 2011 | hit rate 0.59% among 360,000 | calls only at 20 µM;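 active = inhibition at 20 µM, scaled to each plate's controls, above about 33%, limit read from the data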
Target sequence (O00487 whole entry, looked up): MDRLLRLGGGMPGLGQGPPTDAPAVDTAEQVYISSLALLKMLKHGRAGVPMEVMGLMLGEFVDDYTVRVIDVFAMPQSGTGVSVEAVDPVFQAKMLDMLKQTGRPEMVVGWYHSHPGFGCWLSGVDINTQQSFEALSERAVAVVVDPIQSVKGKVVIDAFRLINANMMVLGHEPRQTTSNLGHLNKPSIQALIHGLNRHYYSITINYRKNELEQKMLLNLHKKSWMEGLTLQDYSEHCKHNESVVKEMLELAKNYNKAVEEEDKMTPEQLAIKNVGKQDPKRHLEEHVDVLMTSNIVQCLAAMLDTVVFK
FAS-TE inh: FAS thioesterase domain inhibitors, primary screen, biochemical, fluorescence intensity, uHTS. Fatty acid synthase (Homo sapiens), P49327. recombinant FAS-TE, OMFH fluorogenic substrate, fluorescence endpoint. inhibition, % at 15 µM. hit rate 0.67% among 360,000. AID 602261, 2012;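 active = compounds whose normalised, plate-corrected inhibition of enzyme fluorescence in the single-dose primary screen is 50% or more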;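 note: 0% = DMSO with enzyme and 100% = substrate without enzyme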
Starred values were filed as active, the others as inactive; i = inactive; . = not tested or not shown.

Codes – A = bovine MsrA act; B = MsrA inhibitor; C = Rin1 Abl inh; D = eLon inh; E = MT1-MMP act inh; F = CSN deneddyl inh; G = PABP1 MLLE inh; H = Rpn11 inh; I = FAS-TE inh
CCN1CCCC1CN(Cc1cc2ccc(C)cc2[nH]c1=O)C(=S)Nc1ccc(OC)cc1OC (stereo not given)
  A = -11.7; B = 2.1; C = -2.2; D = 13.0; E = -3.3; F = 2.2; G = -52.9; H = i; I = -0.8

CCOC(=O)C1=C(CSc2nc3c(cc2C#N)CN(C)CC3)OC(N)=C(C#N)C1c1ccc(Cl)cc1 (stereo not given)
  A = 9.6*; B = 0.3; C = 0.2; D = -19.6; E = -23.4; F = 2.9; G = -8.5; H = i; I = 18.1

CC1(c2ccccc2)NC(=O)N(CC(=O)N2CCN(S(=O)(=O)c3cccc([N+](=O)[O-])c3)CC2)C1=O (stereo not given)
  A = 3.2; B = -0.4; C = 0.5; D = -13.1; E = -0.6; F = 1.3; G = -37.2; H = i; I = 3.8

O=C(NCCc1ccc(Cl)cc1)c1cc(-c2ccccn2)nc2ccccc12
  A = 1.3; B = -0.5; C = -3.9; D = 5.7; E = -3.7; F = -4.6; G = -0.8; H = i; I = -0.7

NNC(=O)c1nc(-c2ccccc2)cc(-c2ccccc2)n1
  A = -3.0; B = -0.4; C = -0.1; D = -0.8; E = -3.1; F = -0.8; G = 9.2; H = i; I = -0.7

COc1cccc(NC(=O)c2ncc(Cl)c(Cl)c2Cl)c1
  A = -0.7; B = -0.7; C = -5.1; D = -1.8; E = -2.7; F = -2.3; G = -7.8; H = i; I = 7.9

COC(=O)Nc1ncc(CN2CCCCC2)s1
  A = -5.3; B = 1.4; C = 4.3; D = -8.3; E = 8.1; F = -5.6; G = 4.8; H = i; I = -10.3

COC(=O)C(NC(=O)CCC(=O)N[C@@H](C(=O)OC)c1ccccc1)c1ccccc1 (stereo not given in full)
  A = -3.7; B = -0.5; C = 2.1; D = -9.7; E = 0.2; F = -1.7; G = -2.0; H = i; I = -8.4

COC(C#CCCN(C)C)(c1ccccc1)c1ccccc1
  A = -6.0; B = 0.2; C = -0.6; D = 6.0; E = -8.3; F = 1.5; G = -11.8; H = i; I = -11.6

O=C(Nc1cccc(-c2cn3ccccc3n2)c1)c1cnccn1
  A = 1.5; B = 1.5; C = -7.7; D = 4.5; E = 29.3; F = -0.3; G = 5.5; H = i; I = -3.5

CSCC[C@H](NC(=O)c1nn(C)c(=O)c2ccccc12)c1nc2ccccc2[nH]1
  A = -1.4; B = -1.9; C = -0.9; D = -1.9; E = -6.0; F = -7.1; G = -8.6; H = i; I = 1.1

C[C@@H]1CN([C@@H](C)CO)C(=O)CCCn2cc(nn2)CO[C@H]1CN(C)S(=O)(=O)c1cn(C)cn1
  A = -2.3; B = -0.8; C = 2.6; D = -2.0; E = 1.0; F = -5.6; G = -2.6; H = i; I = -5.1

O=S(=O)(Nc1ccc(OC(F)F)cc1)c1ccc(-c2ccon2)s1
  A = -0.2; B = 0.3; C = 3.6; D = -0.8; E = -2.1; F = 2.0; G = -12.8; H = i; I = 2.0

COc1ccc2c(c1)[nH]c(=O)c1sc3ccccc3c12
  A = -2.3; B = .; C = -1.0; D = -8.4; E = -9.6; F = 3.6; G = -2.6; H = i; I = -2.2

O=C(OCCCOC(=O)c1ccc(Br)o1)c1ccc(Br)o1
  A = -1.4; B = 0.3; C = 3.6; D = -5.4; E = -1.7; F = -3.8; G = -5.7; H = i; I = 13.0

C[C@@H]1CCCCO[C@H](CN(C)Cc2ccc(C(F)(F)F)cc2)[C@H](C)CN([C@@H](C)CO)C(=O)c2cc(NC(=O)Cc3ccccc3)ccc2O1
  A = -2.2; B = 0.1; C = -2.3; D = -2.8; E = -4.3; F = 1.7; G = -2.6; H = i; I = 11.8

Cc1cc(C(C)(C)C)ccc1OCCN1CCCC1
  A = -5.0; B = -0.2; C = 0.9; D = -5.5; E = 8.4; F = 1.4; G = -3.3; H = i; I = -12.1

Cc1ccc(/C=C/S(=O)(=O)NCC(=O)O)cc1
  A = -2.5; B = -0.7; C = 2.7; D = -6.5; E = -1.2; F = -0.7; G = 4.1; H = i; I = -5.4

O=C(C(=O)N1CCc2ccccc2C1)c1c[nH]c2ccccc12
  A = -8.8; B = 1.1; C = 1.9; D = -1.8; E = -0.3; F = 3.6; G = 11.1; H = i; I = -6.2

O=C(Nc1cccnc1)OC1CCCCC1
  A = -4.0; B = -0.4; C = 1.9; D = -1.5; E = 5.2; F = 2.8; G = -1.3; H = i; I = 0.4

C=CCn1c(C)cc(C(=O)CN2NS(=O)(=O)c3ccccc3C2=O)c1C
  A = 0.3; B = 1.4; C = 0.8; D = -0.3; E = -0.5; F = 4.1; G = 2.2; H = i; I = 1.1

Clc1nnc2c3ccccc3ccn12
  A = -2.9; B = 0.0; C = 1.9; D = -6.6; E = -1.3; F = -1.6; G = -10.9; H = i; I = -5.9

COc1cccc(C(C)(O)c2nc(-c3ccc(C)c(C)c3)cs2)c1 (stereo not given)
  A = -4.6; B = 0.4; C = 0.7; D = 1.5; E = -2.1; F = -2.5; G = 3.6; H = i; I = 23.8

Cc1ccccc1NC(=O)Cc1nc(COC(=O)c2cccnc2Cl)cs1
  A = -2.1; B = 0.6; C = 3.2; D = -6.4; E = -0.5; F = -3.6; G = -2.5; H = i; I = -6.8

O=C(Nc1ccc(S(=O)(=O)Nc2cnc3ccccc3n2)cc1)c1ccc(Br)o1
  A = -11.2; B = 2.6; C = -2.3; D = -0.5; E = -1.9; F = 1.1; G = 6.2; H = i; I = -6.0

bovine MsrA act: entries above that show a hit.
SMILES | bovine MsrA act | MsrA inhibitor | Rin1 Abl inh | eLon inh | MT1-MMP act inh | CSN deneddyl inh | PABP1 MLLE inh | Rpn11 inh
CCOC(=O)C1=C(CSc2nc3c(cc2C#N)CN(C)CC3)OC(N)=C(C#N)C1c1ccc(Cl)cc1 (stereo not given) | 9.6* | 0.3 | 0.2 | -19.6 | -23.4 | 2.9 | -8.5 | i

One compound at a time (already shown). Order of screens: bovine MsrA act	MsrA inhibitor	Rin1 Abl inh	eLon inh	MT1-MMP act inh	CSN deneddyl inh	PABP1 MLLE inh	Rpn11 inh	FAS-TE inh
CCOC(=O)C1=C(CSc2nc3c(cc2C#N)CN(C)CC3)OC(N)=C(C#N)C1c1ccc(Cl)cc1 (stereo not given) across the screens: 9.6*	0.3	0.2	-19.6	-23.4	2.9	-8.5	i	18.1
Cc1cc(C(C)(C)C)ccc1OCCN1CCCC1 across the screens: -5.0	-0.2	0.9	-5.5	8.4	1.4	-3.3	i	-12.1
Cc1ccc(/C=C/S(=O)(=O)NCC(=O)O)cc1 across the screens: -2.5	-0.7	2.7	-6.5	-1.2	-0.7	4.1	i	-5.4
C[C@@H]1CCCCO[C@H](CN(C)Cc2ccc(C(F)(F)F)cc2)[C@H](C)CN([C@@H](C)CO)C(=O)c2cc(NC(=O)Cc3ccccc3)ccc2O1 across the screens: -2.2	0.1	-2.3	-2.8	-4.3	1.7	-2.6	i	11.8
O=S(=O)(Nc1ccc(OC(F)F)cc1)c1ccc(-c2ccon2)s1 across the screens: -0.2	0.3	3.6	-0.8	-2.1	2.0	-12.8	i	2.0

Returning to the listing, starting two compounds before the break.
Sequence of screens: bovine MsrA act | MsrA inhibitor | Rin1 Abl inh | eLon inh | MT1-MMP act inh | CSN deneddyl inh | PABP1 MLLE inh | Rpn11 inh | FAS-TE inh
> Cc1ccccc1NC(=O)Cc1nc(COC(=O)c2cccnc2Cl)cs1
    -2.1 | 0.6 | 3.2 | -6.4 | -0.5 | -3.6 | -2.5 | i | -6.8
> O=C(Nc1ccc(S(=O)(=O)Nc2cnc3ccccc3n2)cc1)c1ccc(Br)o1
    -11.2 | 2.6 | -2.3 | -0.5 | -1.9 | 1.1 | 6.2 | i | -6.0
> Cc1cc(C)cc(OCC(=O)NNC(=S)NC(=O)C2CC2)c1
    -1.9 | -0.7 | 2.9 | -5.1 | 8.6 | -1.1 | -13.4 | i | -4.3
> Cc1ccc(C(C)NC(=O)c2ccncc2)cc1C (stereo not given)
    -3.0 | -0.6 | -1.5 | -1.7 | -0.4 | -7.5 | 1.5 | i | -3.0
> C[C@H](NC(=O)N1CCn2c1nc1ccccc12)C(=O)NCc1ccc(F)cc1
    -2.0 | 0.2 | -2.0 | -3.4 | 8.3 | 0.9 | 3.3 | i | -0.4
> CCCCN1CCc2c([nH]c3ccc(C)cc23)C1=O
    -0.9 | 0.6 | -1.9 | -8.0 | 1.0 | -8.0 | 1.4 | i | -7.9
